Compound activity (PubChem)
SENP8 inh: inhibitors of human SENP8 protease | AID 2540 | inhibition, % at 10 µM | Q96LD8 | 1.2% of 330,000 active | purified SENP8, Z-RLRGG-aminoluciferin cleavage, luminescence
Target sequence (Q96LD8 whole entry, looked up): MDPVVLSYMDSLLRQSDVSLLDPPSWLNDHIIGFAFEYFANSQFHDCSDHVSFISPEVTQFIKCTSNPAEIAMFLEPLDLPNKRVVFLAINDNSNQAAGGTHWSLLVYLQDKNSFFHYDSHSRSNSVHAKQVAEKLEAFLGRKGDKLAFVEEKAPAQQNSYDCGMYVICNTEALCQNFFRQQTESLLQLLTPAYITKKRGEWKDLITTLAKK
UBC13 inh: blocks human UBC13 polyubiquitin chain formation; P61088; TR-FRET; inhibition, % at 20 µM; 0.47% of 330,000 active; AID 485273; in the data active = inhibition above about 45%, passing the limit was not always enough
Target sequence (P61088 whole entry, looked up): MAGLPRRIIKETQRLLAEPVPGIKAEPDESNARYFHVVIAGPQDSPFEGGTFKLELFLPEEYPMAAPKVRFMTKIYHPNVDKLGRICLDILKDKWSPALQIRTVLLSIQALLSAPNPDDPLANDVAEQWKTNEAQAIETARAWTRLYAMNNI
Gli-Sufu antag: blocks Gli-Sufu signaling in a luciferase reporter; Sufu-KO-LIGHT fibroblasts, Gli luciferase reporter luminescence; inhibition, % at 5 µM; 0.74% of 340,000 active; AID 588413;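 active = inhibition above about 55%, limit read from the data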;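 also: 0% = DMSO-treated cells and 100% = wells with medium but no cells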
Jurkat NFkB inh: inhibitors of the PMA/ionomycin-induced NF-kB reporter in Jurkat cells. PMA/ionomycin-induced NF-kB luciferase reporter, luminescence. inhibition, % at 4 µM. 0.53% of 330,000 active. AID 435003
Apaf-1 inh: human Apaf-1 inhibition | inhibition, % at 20 µM | 0.71% of 330,000 active | reconstituted apoptosome caspase-3 activity, DEVD-Rh110 fluorescence | O14727; active = inhibition of at least 40% at 20 µM;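 also: plate controls were DMSO wells for no effect and DEVD-CHO caspase inhibitor wells for full effect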
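Material: biochemical Apaf-1 apoptosome reconstitution. Medium: Hepes buffer, pH 7.5. Also added: cytochrome c activation, bis-DEVD rhodamine 110 substrate. Timing: 30 min compound preincubation, 50 min activation, room temperature. Measured by: rhodamine 110 fluorescence at Ex 480/Em 540 nm.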
697 NFkB inh: inhibitors of the PMA/ionomycin-induced NF-kB reporter in 697 B cells; 697 B-cell NF-kB luciferase reporter, 16 h; inhibition, % at 4 µM; 0.33% of 330,000 active; in the data active = inhibition above about 35%
SENP7 block: SENP7 protease inhibition. Q9BQF6. recombinant SENP7, Z-RLRGG-aminoluciferin luminescence, 40 min. inhibition, % at 5 µM. 1.5% of 330,000 active;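 active = inhibition above about 50% at the single test dose, limit read from the data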;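 also: plate controls were DMSO with enzyme for no effect and no enzyme buffer wells for full effect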
Target sequence (Q9BQF6 706-1050 limits assumed): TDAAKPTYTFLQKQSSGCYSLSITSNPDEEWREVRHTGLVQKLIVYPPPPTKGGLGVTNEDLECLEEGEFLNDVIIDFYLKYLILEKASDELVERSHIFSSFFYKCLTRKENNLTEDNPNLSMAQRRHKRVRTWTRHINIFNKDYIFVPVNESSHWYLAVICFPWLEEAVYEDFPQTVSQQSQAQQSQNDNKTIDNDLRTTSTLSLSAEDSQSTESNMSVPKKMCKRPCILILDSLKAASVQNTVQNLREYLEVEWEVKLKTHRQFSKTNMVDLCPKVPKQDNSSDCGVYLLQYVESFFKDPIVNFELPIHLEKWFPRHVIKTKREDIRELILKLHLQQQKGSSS
HKDC1 inhibitor: HKDC1 (human) hexokinase inhibition. Q2TB90. recombinant HKDC1, G6PDH/diaphorase resazurin coupled fluorescence. inhibition, % at 20 µM. 0.16% of 340,000 active;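 active = inhibition above about 35% when tested at 20 µM, limit read from the data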;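 also: plate controls were DMSO wells with enzyme for no effect and DMSO wells lacking enzyme for full effect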
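Assay system – recombinant HKDC1 (HK5) hexokinase enzyme, produced in-house · Input – HKDC1 at 5 µg/mL · Reagent – glucose plus 1 mM ATP as hexokinase substrates · Timing – 90 min reaction incubation at room temperature, dark · Measured by – G6PDH/diaphorase-coupled fluorescence, 1 mM NADP, 100 µM resazurin, 525/613 nm · Benchmarks – DMSO-enzyme wells negative, buffer-substituted wells positive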
Starred values were filed as active, the others as inactive; . = no result given. Rule as the data show it, unless noted: active = inhibition above about 50%; inactive = the rest.

Start of the listing, in advance:
SMILES | SENP8 inh | UBC13 inh | Gli-Sufu antag | Jurkat NFkB inh | Apaf-1 inh | 697 NFkB inh | SENP7 block | HKDC1 inhibitor
Nc1nn2cc(-c3ccc(Br)cc3)nc2c2ccccc12 | 75* | 19 | -63 | -91 | 5 | -90 | 79* | 0
COCCCN(C(=O)c1cc2c(s1)CCC2)c1c(N)n(Cc2ccccc2)c(=O)[nH]c1=O | 3 | -1 | -1 | -4 | -4 | -1 | 5 | -4
Nc1nnnn1/N=C/c1ccccc1 | -1 | 3 | -16 | -4 | 2 | 5 | 2 | -4

Main list, from the first entry:
SMILES | SENP8 inh | UBC13 inh | Gli-Sufu antag | Jurkat NFkB inh | Apaf-1 inh | 697 NFkB inh | SENP7 block | HKDC1 inhibitor
Nc1nn2cc(-c3ccc(Br)cc3)nc2c2ccccc12 | 75* | 19 | -63 | -91 | 5 | -90 | 79* | 0
COCCCN(C(=O)c1cc2c(s1)CCC2)c1c(N)n(Cc2ccccc2)c(=O)[nH]c1=O | 3 | -1 | -1 | -4 | -4 | -1 | 5 | -4
Nc1nnnn1/N=C/c1ccccc1 | -1 | 3 | -16 | -4 | 2 | 5 | 2 | -4
CCC(=O)NC(=S)Nc1ccc(NC(=O)c2ccc([N+](=O)[O-])cc2)cc1 | -2 | -18 | 3 | -18 | -15 | -20 | -17 | 11
N#CCCN(Cc1cccnc1)C(=S)NCc1ccco1 | -7 | -12 | -1 | -8 | 5 | 0 | -6 | 0
CN(Cc1c(C(=O)N/N=C/c2cccc(O)c2)nnn1-c1nonc1N)C1CCCCC1 | -1 | -13 | -9 | 14 | 14 | -22 | -5 | -5
CCc1ccc(OCC(=O)NNC(=O)c2c(CC)noc2C)cc1 | 1 | 0 | 0 | 2 | 0 | 18 | 0 | -1
NC(=O)COC(=O)c1cc(-c2ccco2)nc2ccccc12 | 5 | -2 | 6 | 3 | -1 | -10 | 1 | -3
CCCCCCCCSc1nnc(CSc2nc3nc(C)cc(C)n3n2)o1 | 0 | 5 | 2 | 9 | 12 | -11 | 3 | 1
CCNC(=O)N(C)C[C@H]1N[C@@](CC)(C(=O)OC)[C@H]2C(=O)N(C)C(=O)[C@@H]12 | -3 | 7 | -6 | 0 | 2 | -3 | 3 | 3
CSc1nc(C)c(Cl)c(C)c1C#N | -3 | 17 | 6 | 4 | 16 | 10 | 1 | 4
O=C(OCC(=O)N1CCN(C(=O)c2ccco2)CC1)c1cc(-c2ccccc2)nc2ccccc12 | -2 | 19 | -4 | -3 | 22 | 10 | 4 | 37*
CCOc1ccccc1OCCC(=O)NNC(=O)Cn1nc(C)cc1C | 4 | -2 | -2 | 0 | -81 | 6 | -1 | -5
O=C(Nc1ccc(Br)cc1)N1CCCCC1 | 2 | -2 | -34 | -14 | -20 | -12 | 0 | -3
CC(C)(C)NC(=O)C(c1ccc(-c2ccccc2)cc1)N(C[C@H]1CC[C@@H]([C@@H]2CC[C@H](CO)O2)O1)C(=O)c1ccccc1F (stereo not given in full) | . | . | 9 | . | 22 | 6 | 0 | 2
CC(C)C(=O)Nc1ccc(C(=O)CN2C(=O)NC3(CCOc4ccccc43)C2=O)cc1 (stereo not given) | -6 | -4 | -3 | -36 | 9 | -19 | -6 | 1
COc1ccc(C)cc1S(=O)(=O)N1CCCC(C(=O)NCc2ccccn2)C1 (stereo not given) | 5 | -2 | -1 | 4 | -4 | 1 | 5 | -3
NC(=S)N/N=C/c1ccc(/C=N/NC(N)=S)cc1 | -2 | -11 | 3 | -6 | 3 | -4 | 3 | 23
CN(C)C(=O)CS(=O)(=O)c1ccc(Cl)cc1 | 0 | 4 | 3 | 7 | -26 | 16 | -3 | -5
Cc1[nH]nc(-c2ccc(OCc3cnn(-c4ccccc4)c3)cc2O)c1Oc1ccccc1F | -7 | -2 | 14 | 30 | -4 | 11 | -3 | -4

As a short view, four of the compounds above.
SMILES | SENP8 inh | UBC13 inh | Gli-Sufu antag | Jurkat NFkB inh | Apaf-1 inh | 697 NFkB inh | SENP7 block | HKDC1 inhibitor
CN(Cc1c(C(=O)N/N=C/c2cccc(O)c2)nnn1-c1nonc1N)C1CCCCC1 | -1 | -13 | -9 | 14 | 14 | -22 | -5 | -5
CCc1ccc(OCC(=O)NNC(=O)c2c(CC)noc2C)cc1 | 1 | 0 | 0 | 2 | 0 | 18 | 0 | -1
NC(=O)COC(=O)c1cc(-c2ccco2)nc2ccccc12 | 5 | -2 | 6 | 3 | -1 | -10 | 1 | -3
CCCCCCCCSc1nnc(CSc2nc3nc(C)cc(C)n3n2)o1 | 0 | 5 | 2 | 9 | 12 | -11 | 3 | 1

New compounds follow
SMILES | SENP8 inh | UBC13 inh | Gli-Sufu antag | Jurkat NFkB inh | Apaf-1 inh | 697 NFkB inh | SENP7 block | HKDC1 inhibitor
Cc1ccc(S(=O)(=O)Oc2ccc(C3C4=C(CCCC4=O)N(CCC(=O)O)C4=C3C(=O)CCC4)cc2Cl)cc1 | -3 | 28 | . | 12 | 6 | 3 | 7 | 13
CCn1c(-c2sc(-c3ccccc3)nc2C)n[nH]c1=S | -3 | 10 | -3 | -10 | -2 | 34 | 9 | 10
C/C(=N\NC(=O)CNC(=O)c1ccccc1Br)c1ccco1 | -1 | 3 | -15 | 18 | 0 | 18 | -4 | 3
Cc1ccc(C(=O)Nc2cccc(C(F)(F)F)c2)cc1Nc1cnccn1 | -9 | 2 | 1 | -8 | 1 | -2 | -10 | -2
O=C(NCc1ccco1)c1ccc(Cn2c(=O)c3ccccc3n(Cc3ccc(Cl)cc3)c2=O)cc1 | 1 | -12 | 2 | 1 | 21 | -42 | -9 | -1
O=C(Nc1cc(Cl)cc(Cl)c1)N1CCCC1 | -7 | 8 | 2 | 5 | 7 | -9 | -3 | -9
O=C(Nc1ccccc1)N1CCC(=S)Nc2ccccc21 | -5 | 0 | 3 | 12 | -7 | 11 | -3 | 15
Cc1c(/C(O)=C2\C(=O)C(=O)N(CCN(C)C)C2c2cccs2)cnn1-c1ccccc1 (stereo not given) | 10 | -16 | -25 | -44 | -3 | -46 | -4 | 2
COc1ccc(C(CNC(=O)CNC(=O)c2ccc(F)cc2)N2CCCC2)cc1 (stereo not given) | 3 | 11 | 2 | 2 | -1 | 14 | -3 | 0
O=C(Nn1nnnc1Nc1ccccc1)C12CC3CC(CC(C3)C1)C2 | -1 | 4 | 2 | 7 | 1 | 11 | -3 | -1
C#CCOCCOCCOCCNc1nc(N2CCN(C(=O)CCCCCCCCCCNC(=O)[C@H]([C@@H](C)CC)n3cc(CCCCN=C(N)N)nn3)CC2)nc(N2CCN(C(=O)CCCCCCCCCCNC(=O)[C@H](CCCCN)n3cc(C[C@@H](C)CC)nn3)CC2)n1 | -34 | 122* | . | 9 | 55* | -34 | 4 | .
CC(C)(C)OC(=O)NCc1nc(N)n[nH]1 | 0 | 6 | 0 | -12 | -11 | 14 | -1 | -8
Cc1ccc(Nc2c(-c3ccc(N4CCOCC4)cc3)nc3ncccn23)c(C)c1 | -2 | -2 | -1 | 5 | 11 | 5 | 2 | 1
CCn1c(SCC(=O)NNC(=O)c2ccccc2)nnc1-c1ccco1 | -3 | 4 | -8 | -17 | 0 | 4 | 5 | -8
Fc1ccccc1/C=N/Nc1ncnc2nc[nH]c12 | 7 | -13 | -24 | -36 | 2 | -45 | 0 | -3
COC(=O)CC1NCCc2cc(OC)c(OC)cc21 (stereo not given) | 2 | 7 | 1 | 3 | -5 | 7 | 3 | -14
CC1CCc2sc(C(=O)NNC(=O)c3ccncc3)cc2C1 (stereo not given) | -5 | -5 | -10 | 1 | 9 | 3 | 2 | -2
CCN(CC)S(=O)(=O)c1ccc(NC(=O)COC(=O)c2ccc(Br)o2)cc1 | -4 | 3 | -5 | 8 | 5 | 10 | 1 | -2
CC1CCN(S(=O)(=O)c2ccc3[nH]cc(C(=O)NCCN4CCOCC4)c(=O)c3c2)CC1 | 0 | 1 | 6 | -17 | -1 | 2 | 6 | -2
COc1cccc(C(O)c2cnc(C(C)C)n2C)c1 (stereo not given) | 1 | 4 | 12 | 5 | -14 | 10 | -4 | -1
CCCCNC(=O)/C(=C/c1ccco1)NC(=O)c1ccco1 | -5 | -2 | -24 | 5 | -18 | -3 | -10 | 3
O=C(c1ccc(S(=O)(=O)N2CCC(c3nc4ccccc4s3)CC2)cc1)N1CCOCC1 | 3 | 1 | 13 | 22 | -12 | 14 | 1 | -1
COc1ccc(NC(=O)CN2CCN(c3ccc(F)cc3)CC2)cc1 | 1 | 5 | -10 | -2 | 4 | -1 | 2 | 0
O=C(NCCc1ccccc1)c1ccc(NS(=O)(=O)c2ccc3[nH]c(=O)[nH]c3c2)cc1 | -10 | -10 | -38 | -17 | 1 | -32 | -3 | 0
Cc1cc(C)n(-c2ccc(NC(=O)C3CCCCN3C(=O)c3ccc(C)s3)cc2)n1 (stereo not given) | 1 | -1 | 4 | 5 | 10 | -17 | 8 | -2
COc1cc(C2C(C(=O)c3cccs3)=C(O)C(=O)N2c2cc(C)on2)ccc1O (stereo not given) | 3 | 3 | -1 | 0 | -1 | -7 | 5 | -1
COc1ccc(-n2c(-c3cc(-c4ccccc4)sc3N)n[nH]c2=S)cc1 | 7 | -9 | 7 | 2 | -1 | -43 | 2 | 1
CC(C)(C)OC(=O)NCCc1nnc(SCc2ccccc2Cl)o1 | 11 | 10 | -4 | 1 | 8 | 4 | -1 | -7
CCOc1ccc(S(=O)(=O)N2CCOCC2)cc1NC(=O)CSCc1ccc(C)cc1 | -7 | -2 | -11 | 49 | 20 | -47 | -10 | -2
Cc1cccc(OCc2nnc(SCC(=O)Nc3ccc(N4CCOCC4)cc3)o2)c1 | -6 | 5 | 7 | 7 | -1 | 11 | -2 | -6
CCOc1ccc(N2C(=O)C3C4C=CC([C@H]5CC45)[C@@H]3C2=O)cc1 (stereo not given in full) | -8 | -12 | 2 | -11 | 0 | -11 | -2 | 2
O=C1NC(=Nc2ccccc2)/C(=C/c2ccco2)S1 | 4 | -20 | 14 | -4 | 22 | -39 | 13 | 0
CCn1cc(C(=O)OCC(=O)NCc2ccc3c(c2)OCO3)c(=O)c2ccc(C)nc21 | 4 | 1 | 7 | 7 | 2 | 18 | -2 | -6
Nc1cccn2c(-c3ccc(Cl)cc3)cnc12 | 9 | -8 | -90 | 1 | 26 | -35 | 1 | -4
Cc1ccc(CS(=O)(=O)c2ncn[nH]2)cc1 | -1 | 3 | -9 | 3 | 1 | 3 | -3 | 1
CCNC(=S)NNC(=O)c1ccc2ncccc2c1 | -5 | 13 | -5 | -1 | -5 | 10 | 4 | 3
Cc1nc2ccccc2c2c1C(=O)N(c1cccc(C(=O)O)c1)C2=O | 4 | -4 | 3 | 15 | 4 | 12 | -4 | 9
O=C(Cn1cnc([N+](=O)[O-])n1)N/N=C/c1ccc(O)cc1O | 3 | -9 | 1 | 0 | 8 | 20 | 1 | -37
Cc1cccc(N2CCN(c3nnc(C(F)(F)F)s3)CC2)c1 | -2 | 1 | 5 | 16 | -14 | -8 | 5 | 0
Cc1cccc(-n2ccnc2CN2CCC(CO)(Cc3ccccc3)CC2)c1 | -7 | -3 | 0 | -7 | -8 | -13 | -5 | -4
Cc1cc(C(=O)N2CCN(c3ccccc3Cl)CC2)c(C)o1 | 4 | 16 | -45 | -28 | 2 | -4 | -4 | 4
Cc1ccc(/C=N/n2c(C)nnc2C)s1 | -2 | 0 | 7 | -9 | 2 | -2 | 7 | 1
Cc1ccc(S(=O)(=O)Nc2ccc3c(c2)nc(CCN2CCCC2)n3C)cc1 | -14 | 10 | 8 | -8 | 15 | -8 | 11 | 0
Cc1oc2cc(O)ccc2c(=O)c1Oc1ccccc1Br | 3 | 16 | 3 | 17 | 11 | 5 | -2 | 2

2 records picked at random from the list so far, as already listed:
SMILES | SENP8 inh | UBC13 inh | Gli-Sufu antag | Jurkat NFkB inh | Apaf-1 inh | 697 NFkB inh | SENP7 block | HKDC1 inhibitor
CCCCNC(=O)/C(=C/c1ccco1)NC(=O)c1ccco1 | -5 | -2 | -24 | 5 | -18 | -3 | -10 | 3
Cc1ccc(S(=O)(=O)Oc2ccc(C3C4=C(CCCC4=O)N(CCC(=O)O)C4=C3C(=O)CCC4)cc2Cl)cc1 | -3 | 28 | . | 12 | 6 | 3 | 7 | 13
